Rad51 HR inh = human RAD51 strand exchange inhibitors, primary screen, biochemical, fluorescence. inhibition, % at 10 µM. AID 1385, 2008. hRad51 DNA strand exchange, fluorescence dequenching. DNA repair protein RAD51 homolog 1 (Homo sapiens), Q06609. actives 0.085% (n = 200,000);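 active = inhibition above 40% at the single screening dose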;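 also: 0% = DMSO control wells and 100% = blanks with heterologous ssDNA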
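material = hRad51 filaments on single-stranded DNA | timing = filaments 15 min 37 °C, then compound 30 min | signal = FRET fluorescence dequenching, excitation 485 nm, emission 520 nm | benchmarks = control wells and blank wells on each plate | evaluation = percent inhibition relative to plate controls and blanks | compound = 10 µM final, single point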
p97 inhibitor = inhibitors of human p97 ATPase, primary screen, biochemical. Transitional endoplasmic reticulum ATPase (Homo sapiens), P55072. recombinant p97 ATPase, Kinase-Glo ATP luminescence, 3 h. inhibition, % at 8 µM. actives 0.42% (n = 220,000). AID 1481, 2009; in the data active = inhibition above about 15%;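 also: 0% = DMSO vehicle and 100% = wells lacking enzyme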
Wee1 degr inh = Wee1 degradation inhibitors, primary screen, cell-based, HeLa, Wee1K328M-luciferase, luminescence. Wee1-like protein kinase (Homo sapiens), P30291. HeLa Luc-Wee1K328M stability; 100% = proteasome inhibitor MG132 effect. reporter increase, % at 5 µM. actives 1.2% (n = 220,000);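 active = activation above the mean of all tested compounds plus 3 SD, set per screening run, cut at about 8.8% in these data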;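 also: cells exposed to compound for 20 h before luminescence read; 0% = DMSO alone and 100% = MG132 at 30 µM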
Active calls of the source: *.

SMILES	Rad51 HR inh	p97 inhibitor	Wee1 degr inh
Cn1c(=O)c2c(nc(CN3CCN(c4ccccc4F)CC3)n2CCCc2ccccc2)n(C)c1=O	6	3	-1
N#Cc1ccccc1NC(=O)c1ccccc1OCC(=O)Nc1ccc2c(c1)oc1ccccc12	-6	9	2
CCN(CC)C(=O)N1CCc2ccccc2C1CN1C(=O)c2ccccc2C1=O (stereo not drawn)	0	-4	5
Cc1ccc(OCC(=O)Nc2oc(-c3ccccc3)c(-c3ccccc3)c2C#N)cc1	2	-1	-1
Clc1ccc(Cl)c(-c2nn3c(Cn4cnc5ccccc54)nnc3s2)c1	5	-1	5

Ordered by SMILES length (lowest first): some entries from above.
SMILES	Rad51 HR inh	p97 inhibitor	Wee1 degr inh
CCN(CC)C(=O)N1CCc2ccccc2C1CN1C(=O)c2ccccc2C1=O (stereo not drawn)	0	-4	5
Cc1ccc(OCC(=O)Nc2oc(-c3ccccc3)c(-c3ccccc3)c2C#N)cc1	2	-1	-1
N#Cc1ccccc1NC(=O)c1ccccc1OCC(=O)Nc1ccc2c(c1)oc1ccccc12	-6	9	2

Single values from above.
Result of Cc1ccc(OCC(=O)Nc2oc(-c3ccccc3)c(-c3ccccc3)c2C#N)cc1 in Wee1 degr inh: -1
Result of Clc1ccc(Cl)c(-c2nn3c(Cn4cnc5ccccc54)nnc3s2)c1 in Rad51 HR inh: 5

Screening data from PubChem BioAssay.

Not all compounds are listed; the hit share may differ from the screen's.
